V-ATPase pHluor – regulators of yeast V-ATPase proton transport | AID 504577 | response, % at 10 µM | S. cerevisiae, pHLuorin cytosolic pH fluorescence | actives 0.37% (n = 350,000); in the data active means response mostly above about 7.3%, no sharp cut-off; inactive means mostly below about 5.4%; further: actives read high; inactives centre near 0; some compounds called inactive have numbers as strong as hits; reference of the scale not given here
OPRM1-OPRD1 inv – inverse agonists of human mu-delta opioid receptor heterodimerization. P35372+P41143. cell-based MOR-DOR heterodimer luminescence, inverse agonism. inhibition, % at 9.3 µM. actives 0.21% (n = 340,000); in the data active means inhibition above about 22%, passing the limit was not always enough;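 further: 0% = cells with DMSO and 100% = wells without cells with DMSO; values of inactives mirror those of a sister screen read the other way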
OPRM1-OPRD1 ag – agonists of human mu-delta opioid receptor heterodimerization; cells, OPRM1-OPRD1 heterodimerization, luminescence; activation, % at 9.3 µM; actives 0.3% (n = 340,000); P35372+P41143; in the data active means activation above about 18%;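 further: 0% = vehicle-treated cells and 100% = reference agonist; values of inactives mirror those of a sister screen read the other way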
Cardiac RTF inh – cardiac RTF calcium desensitization | inhibition, % at 7.15 µM | actives 0.12% (n = 340,000) | AID 493244 | IANBD-labeled cardiac RTF, Ca2+ fluorescence;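 active means inhibition above the mean inhibition of all tested compounds plus 3 SD, cut at about 17% in these data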;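 further: assay run at fixed EC70 calcium of 1.6 mM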
Wnt bcat act – Wnt/beta-catenin pathway activation | Wnt/beta-catenin reporter cell assay, activator, plate reader | activation, % at 9.35 µM | actives 1.2% (n = 300,000) | AID 743398; in the data active means activation above about 30%, passing the limit was not always enough;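 further: 0% = neutral control wells and 100% = positive control wells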
Pemphigus Ab inh – inhibitors of pemphigus antibody binding to human desmoglein-3; P32926; DSG3-coupled beads, scFv-anti-DSG3-GFP binding, flow cytometry; hits give low values; binding (percent of control), % at 10 µM; actives 0.48% (n = 310,000);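 active means binding more than 3 SD below its plate's average and above zero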;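 further: hits lower antibody fragment binding to DSG3; some compounds called inactive have numbers as strong as hits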
LANA DNA inh – blocks KSHV LANA C-terminal domain binding to DNA; inhibition, % at 9 µM; AID 504423; actives 0.078% (n = 340,000); MBP-C-LANA/FAM-LBS DNA binding, fluorescence polarization;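 active means highest replicate inhibition at or above 60% at 9 µM, even if other replicates fall short; inactive means all replicates below 60% inhibition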;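 further: 0% = neutral control wells and 100% = 4 µM acridine orange control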
Arrestin-AP2 inh – blocks beta-arrestin peptide binding to AP2 adaptin; actives 0.31% (n = 340,000); AID 504490; FITC-arrestin peptide / GST-AP2 beads, flow cytometry; AP2 beta2 appendage carries R879A mutation; inhibition, % at 10 µM;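 active means inhibition above a set limit, near 3 SD of compounds lacking own fluorescence, cut at about 54% in these data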;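 further: plate controls were DMSO wells for no effect and 5 µM unlabelled arrestin peptide for full effect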
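Material – AP2 appendage R879A on GSH beads · Buffer or medium – PBS with 0.05% Tween 20 and 0.1% BSA · Probe or stimulus – fluorescein-tagged arrestin peptide at 50 nM final · Incubation – compound with beads 12 min RT, then probe 1 h RT · Detection – high-throughput flow cytometry of beads, ex 488, em 535 nm · Evaluation – percent response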
RTF Ca sens act – cardiac RTF calcium sensitization; P19429+P45379; IANBD-labeled TnC RTF fluorescence at EC20 calcium; 0% EC20 calcium, 100% full calcium; activation, % at 7.2 µM; actives 0.24% (n = 340,000); AID 493008;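 active means activation above the mean over all tested compounds plus 3 SD, cut at about 30% in these data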;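 further: rise in fluorescence read as greater calcium sensitivity of cardiac thin filaments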
Keap1-Nrf2 PPI – disrupts human Keap1 binding to Nrf2 peptide; Q14145; Keap1 Kelch-Nrf2 peptide fluorescence polarization, 1536-well; inhibition, % at 9.4 µM; actives 0.15% (n = 340,000); AID 504523; in the data active means inhibition above about 12%;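 further: human Keap1 Kelch domain with fluorescein labeled Nrf2 9mer peptide probe; 0% = neutral control wells and 100% = peptide positive control; higher means more block of Keap1 binding to Nrf2 peptide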
Target sequence (Q14145 whole entry, looked up, the tested form may be a part): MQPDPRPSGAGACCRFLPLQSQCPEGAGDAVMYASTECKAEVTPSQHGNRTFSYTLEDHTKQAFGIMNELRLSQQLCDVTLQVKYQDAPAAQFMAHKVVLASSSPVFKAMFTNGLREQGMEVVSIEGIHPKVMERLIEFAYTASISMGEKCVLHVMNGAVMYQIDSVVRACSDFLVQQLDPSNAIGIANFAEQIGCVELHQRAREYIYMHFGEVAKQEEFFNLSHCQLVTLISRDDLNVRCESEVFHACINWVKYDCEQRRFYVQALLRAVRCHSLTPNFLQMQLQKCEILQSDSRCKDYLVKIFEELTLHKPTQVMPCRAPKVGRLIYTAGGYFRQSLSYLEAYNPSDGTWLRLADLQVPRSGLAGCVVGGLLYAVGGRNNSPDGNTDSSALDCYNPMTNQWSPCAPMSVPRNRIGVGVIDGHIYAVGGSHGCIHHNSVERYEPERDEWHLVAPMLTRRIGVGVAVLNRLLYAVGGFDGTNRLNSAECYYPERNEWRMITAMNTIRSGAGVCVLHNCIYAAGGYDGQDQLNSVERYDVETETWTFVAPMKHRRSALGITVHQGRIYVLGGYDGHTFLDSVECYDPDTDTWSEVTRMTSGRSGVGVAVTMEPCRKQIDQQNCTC
The depositor's hits bear a star; nt = not tested or not shown.

No.	molecule	V-ATPase pHluor	OPRM1-OPRD1 inv	OPRM1-OPRD1 ag	Cardiac RTF inh	Wnt bcat act	Pemphigus Ab inh	LANA DNA inh	Arrestin-AP2 inh	RTF Ca sens act	Keap1-Nrf2 PPI
1	Cc1cc(C)cc(NC(=O)Nc2ccc(Cl)cn2)c1	-2.8	8.9	-1.7	5.4	-1.4	95.0	-0.1	-0.6	-4.7	0.7
2	COc1ccc(CN2CCc3ccccc3C2)cc1Br	2.9	-21.8	4.4	4.3	2.2	122.1	-1.5	11.3	-2.6	-2.3
3	COc1ccc(Cl)cc1/C=C1/C(=O)ON=C1C	10.2	14.0	-2.7	-3.5	-0.6	92.6	0.9	8.2	-0.4	2.2
4	COc1ccc(OC)c(NC(=O)CCS(=O)(=O)c2cc3c(cc2C)NC(=O)CO3)c1	12.1	-1.3	0.3	-5.4	0.7	100.4	-0.5	1.1	7.4	-2.1
5	COc1ccc(/C=C/C(=O)NC(=S)NNC(=O)Cc2cccs2)cc1	0.1	20.6	-3.5	1.6	nt	105.6	-1.1	-133.0	-0.7	-1.0
6	COC(=O)c1c(C)oc2ccc(N(C(=O)c3ccncc3)S(=O)(=O)c3ccccc3)cc12	4.2	-6.6	1.4	-10.3	-2.9	118.3	-0.2	-3.2	0.7	-5.7
7	COCC(C)NS(=O)(=O)c1ccc(NC(=O)C(Cc2ccccc2)NC(N)=O)cc1 (centres undefined)	-2.2	-1.4	0.2	-11.9	-1.8	97.1	0.1	1.1	10.1	-4.2
8	COc1ccc(S(=O)(=O)Nc2ccc(S(=O)(=O)N(C)C)cc2)cc1[N+](=O)[O-]	-4.0	6.3	-1.1	9.9	-1.6	101.7	1.0	-17.3	-1.7	3.6
9	O=C(O)c1ccc2c(c1)C(=O)N(Cc1ccccc1)C2=O	1.6	10.4	-2.1	-8.1	nt	97.5	1.4	5.4	-0.8	3.2
10	COc1cccc(C2N(c3cccc(Cl)c3)C(=O)C3CCCN32)c1 (centres undefined)	-0.8	19.9	-4.0	-3.5	-2.0	112.4	-0.5	7.3	-2.9	1.2
11	OCC1(CCc2ccccc2)CCN(Cc2ccc3nsnc3c2)CC1	-3.8	-26.7	4.7	-5.1	-1.1	106.6	0.9	-19.3	-8.4	-2.6
12	CCc1ccccc1S(=O)(=O)Cc1ccc(C(=O)N2CCN(c3ccccc3OC)CC2)o1	0.2	10.0	-2.0	-3.4	-6.0	106.1	-0.4	2.9	-1.8	-2.6
13	Oc1c(Br)cc(/C=N/NC(=S)NCc2ccco2)cc1Br	3.6	16.8	-3.4	0.6	-0.1	107.3	-0.2	1.2	4.4	-3.1
14	CCN(CC)S(=O)(=O)c1ccc(F)c(C(=O)NCCCN2CCOCC2)c1	7.5	10.8	-2.1	-3.3	nt	99.0	-0.3	0.1	4.6	-6.1
15	O=C(NCc1ccc2c(c1)OCO2)C1Cc2ccccc2CN1C(=O)c1ccco1 (centres undefined)	-2.4	-5.0	0.9	-14.0	3.7	100.4	-1.6	15.0	-2.1	-3.8

Going on with the list.
No.	molecule	V-ATPase pHluor	OPRM1-OPRD1 inv	OPRM1-OPRD1 ag	Cardiac RTF inh	Wnt bcat act	Pemphigus Ab inh	LANA DNA inh	Arrestin-AP2 inh	RTF Ca sens act	Keap1-Nrf2 PPI
16	CCCCCCCC(=O)NNC(=O)c1ccc([N+](=O)[O-])cc1	-1.4	9.1	-1.7	-6.6	nt	98.6	-0.3	-3.7	1.9	4.8
17	COC(=O)c1cc(C)nc(N)c1C#N	-0.6	4.3	-0.9	-4.5	nt	93.1	0.8	27.9	3.8	-2.1
18	NC(=S)NNc1cc(Cl)cc(Cl)c1	3.9	-6.3	1.1	-2.4	-3.2	96.9	-0.1	7.0	-2.3	0.2
19	COC(=O)c1c(C)c[nH]c1C	-0.4	4.3	-0.8	-2.8	1.8	140.2	-1.2	-2.9	5.5	-1.3
20	CCOC(=O)C1CCN(C(=O)N(C)C)CC1	2.5	13.9	-2.5	-3.2	-0.7	104.7	-0.3	5.5	-2.6	-3.8
21	CNC(=O)CSCc1cnn(-c2ccccc2)c1-n1cccc1	0.3	6.8	-1.3	-8.0	0.2	nt	-0.3	1.2	1.4	0.8
22	CC(C(=O)OCn1nnc2ccccc2c1=O)N1C(=O)c2ccccc2C1=O (centres undefined)	-5.3	8.5	-1.6	-3.9	0.2	nt	-1.6	5.2	5.7	-5.8
23	CCOc1ccc(N2C(=O)C3CC(C)=C(C)CC3C2=O)c([N+](=O)[O-])c1 (centres undefined)	2.1	1.1	-0.2	2.2	-3.2	101.9	-1.0	-6.7	1.2	-8.5
24	Cc1cc(NC(=O)c2ccc(S(=O)(=O)N3CCc4ccccc43)cc2)no1	-1.4	17.9	-3.5	13.6	-4.3	92.7	-0.7	18.5	1.5	-0.5
25	Cc1cc(NC(=O)CSc2ncn[nH]2)no1	3.5	15.0	-3.0	-7.7	0.7	91.1	-1.2	-4.1	9.8	-1.3
26	CCOc1ccccc1C(=O)NC(C(=O)Nc1cccc(S(N)(=O)=O)c1)C(C)C (centres undefined)	8.8	9.3	-2.0	-4.5	-0.7	104.4	3.7	5.4	-0.5	-4.8
27	Cc1nc(Nc2ccccc2Br)c2nnn(Cc3ccccc3)c2n1	-1.0	-8.0	1.6	0.7	-3.3	117.0	-1.9	2.5	2.7	-8.1
28	CC(=O)Nc1ccc(-c2cc(-c3ccc(NC(C)=O)cc3)nc(-c3ccc(NC(C)=O)cc3)n2)cc1	3.0	6.8	-1.3	-15.2	-0.9	97.8	-1.6	3.8	2.7	-1.1
29	O=C(/C=C/c1ccco1)Nc1cccc(S(=O)(=O)N2CCOCC2)c1	5.4	3.9	-0.7	13.5	-4.1	92.7	1.3	-7.1	2.2	0.0
30	CN1CCN(c2nc(-c3cccnc3)nc3ccccc23)CC1	0.2	13.3	-2.3	2.0	-0.2	78.7	-0.2	27.1	1.7	1.5

The list continues.
No.	molecule	V-ATPase pHluor	OPRM1-OPRD1 inv	OPRM1-OPRD1 ag	Cardiac RTF inh	Wnt bcat act	Pemphigus Ab inh	LANA DNA inh	Arrestin-AP2 inh	RTF Ca sens act	Keap1-Nrf2 PPI
31	O=C(NCc1ccccc1Cl)C1CCCN(c2ncnc3c2nc2n3CCCCC2)C1 (centres undefined)	-3.5	22.6	-4.4	-10.6	1.3	103.8	-1.7	4.2	-1.3	-1.9
32	O=C(Nc1ccc2c(c1)nc1n2CCN(Cc2ccccc2)C1)NC1CCCCC1	-4.1	nt	nt	-4.8	nt	101.9	0.1	-8.0	1.5	4.4
33	O=C1C(Br)=C(c2ccccc2)C(c2ccccc2)=C1c1ccccc1	-2.3	5.8	-1.1	-9.8	nt	89.6	2.1	23.9	-1.1	2.8
34	Cc1nc(C)c(-c2ccc(SCC(=O)Nc3cccc(F)c3)nn2)s1	-0.2	-15.4	2.9	-2.5	0.0	103.8	1.7	-14.5	-2.9	-4.4
35	COc1cccc(NC(=O)N2CCC(n3nnc4ccccc43)CC2)c1	0.1	-14.0	2.6	-2.8	-0.9	103.6	1.1	-4.2	4.2	-1.7
36	Cc1cccc(N(Cc2ccccc2)C(=O)CN2C(=O)NC3(CCCCC3C)C2=O)c1 (centres undefined)	-9.1	4.1	-1.1	-5.9	0.4	108.8	3.2	-13.0	-3.4	2.1
37	Cc1cc(C)cc(SCc2noc(C(=O)NC(C)C)c2C(=O)O)c1	-1.3	14.8	-2.8	-3.2	0.4	106.2	0.4	-8.4	3.6	0.9
38	O=C1NC(c2ccccc2Cl)Nc2ccccc21 (centres undefined)	0.8	1.1	-0.2	-7.3	nt	nt	0.3	2.9	-5.4	-0.6
39	COc1ccc(C(C(=O)NC2CCCC2)N(C(=O)c2snc(C(N)=O)c2N)c2ccccc2OC)cc1OC (centres undefined)	-0.7	5.5	-1.0	-8.3	0.6	101.3	-0.4	6.1	-7.3	-1.2
40	CC1CC(C)CN(C(=O)c2cccc3c2-c2ccccc2C3=O)C1 (centres undefined)	1.2	0.8	-0.2	-8.4	-2.2	nt	-0.8	9.0	1.7	-4.7
41	Clc1cccc(-c2nc(-c3ccc(-c4nn[nH]n4)cc3)no2)c1	-3.8	16.4	-3.0	2.2	10.7	105.4	1.4	-5.5	-2.3	-7.7
42	O=C(Nc1cc(S(=O)(=O)N2CCOCC2)ccc1N1CCOCC1)c1cccc(S(=O)(=O)N2CCCCC2)c1	4.5	4.5	-0.9	-14.1	-4.8	91.0	0.9	27.5	1.9	3.6
43	CCOC(=O)CNS(=O)(=O)c1cc(-c2n[nH]c(=O)c3ccccc23)ccc1C	2.7	3.0	-0.6	2.5	-2.9	73.4	-2.3	2.7	3.4	-3.0
44	Nc1nonc1-n1nnc(C(=O)N/N=C/c2cc(Cl)ccc2O)c1CN1CCCCCC1	1.6	-21.8	4.0	-3.5	-7.6	nt	-1.7	-1.3	2.8	-1.6
45	CCOc1ccc(NC(=O)CN(C)C(=O)CC2CCCC2)cc1OCC	-1.5	13.5	-3.4	2.1	-3.0	109.0	-1.9	-4.9	0.7	-5.5

Remaining list, next part:
No.	molecule	V-ATPase pHluor	OPRM1-OPRD1 inv	OPRM1-OPRD1 ag	Cardiac RTF inh	Wnt bcat act	Pemphigus Ab inh	LANA DNA inh	Arrestin-AP2 inh	RTF Ca sens act	Keap1-Nrf2 PPI
46	CCOC(=O)C1C(c2cc(OC)c(OC)c(OC)c2)NC(=S)NC1(O)C(F)(F)F (centres undefined)	2.0	8.9	-1.6	7.2	nt	nt	0.1	-0.9	0.7	-4.5
47	CN1/C(=C\C(=O)C[n+]2cccc(Br)c2)C(C)(C)c2ccccc21	-2.3	-2.6	0.6	-6.6	-1.1	60.1	-0.2	-0.9	4.2	-2.9
48	Cc1ccc(/C=C/C(=O)NC2CCCCCCC2)o1	-0.5	-20.8	4.0	-3.9	23.0	94.7	2.5	21.9	8.6	-8.3
49	Cc1cccc(N(C)Cc2nnc(-c3cccc(Br)c3)o2)c1	3.2	-25.9	5.5	1.3	0.2	99.0	1.4	-2.8	-4.0	-4.2
50	CCOc1ccc(OCCNC2CCCC2)cc1	3.0	0.7	-0.1	-8.6	-1.7	94.9	-0.4	8.1	2.1	-4.7

Bioassay records deposited in PubChem by several laboratories.
